Source: PubChem
PhoP inhibition: PhoP-dependent GFP reporter repression – Salmonella Typhimurium, primary screen (AID 1863). S. Typhimurium PhoP-regulated promoter GFP reporter, 4 h; higher % means a stronger effect. inhibition, % at 50 µM; hits with a dose series show IC50 in µM. 0.16% of 300,000 active;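 active = inhibition over 29.93%, a cutoff 3 SD above the screen mean, later confirmed by dose response; inconclusive = inhibition over 29.93% but no dose response follow-up; inactive = inhibition at most 29.93% or unconfirmed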;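 note: 0% = low Mg2+ inducing control and 100% = high Mg2+ repressing control; strong numbers were not always called active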
RSV CPE inhibition: inhibition of RSV-induced cytopathic effect – HEp-2 cells, primary 10 µM value included (AID 2391); 0.13% of 310,000 active; CPE inhibition, % at 10 µM, or IC50 in µM where a hit was titrated; HEp-2 cells, RSV-induced CPE inhibition; higher % means a stronger effect; in the data active = a potency from the dose series; inconclusive = CPE inhibition mostly from about 23% at the one dose, without a potency; inactive = the rest, 99 in 100 with CPE inhibition below about 21%; note: strong numbers were not always called active
GPR35 arrestin U2OS: inhibition of zaprinast-stimulated GPR35 beta-arrestin translocation – imaging, U2OS, beta-arrestin-GFP, zaprinast agonist, primary screen (AID 2058). inhibition, % at 10 µM, or IC50 in µM where a hit was titrated. U2OS GPR35 beta-arrestin-GFP translocation imaging, zaprinast antagonism; higher % means a stronger effect. 0.052% of 290,000 active;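 active = inhibition of at least 50% with at least 30 cells and total cytoplasm GFP at most 10,000,000; inconclusive = under 30 cells or total GFP of 10,000,000 plus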
MgcRacGAP inhibition: MgcRacGAP GTPase-activating activity inhibitors, confirmation, biochemical, ADP Hunter fluorescence; inhibition, % at 30 µM; hits with a dose series show IC50 in µM; AID 624330; MgcRacGAP-stimulated Rac1 GTP hydrolysis, ADP Hunter fluorescence; higher % means a stronger effect; GST-tagged Rac1 F28L mutant substrate; 0.6% of 340,000 active;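 active = first-screen hits whose inhibition reached a set limit at any dose in the follow-up dose series; inconclusive = inhibition above the set first-screen limit but never retested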;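 note: fluorescence reports GDP produced by GAP-driven GTP hydrolysis; strong numbers were not always called active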
SV40 large T antigen: SV40 large T antigen inhibitors, biochemical (AID 1903); inhibition, % at 20 µM, or IC50 in µM where a hit was titrated; SV40 large T antigen ATPase/helicase inhibition assay; higher % means a stronger effect; 0.39% of 310,000 active; in the data active = a potency from the dose series; inconclusive = inhibition mostly from about 32% at the one dose, without a potency; inactive = the rest, 99 in 100 with inhibition below about 32%; note: strong numbers were not always called active
LYP inhibition: PTPN22 lymphoid phosphatase activity blockers – biochemical, fluorescence intensity, uHTS (AID 1779); 0.054% of 290,000 active; inhibition, % at 11.5 µM, or IC50 in µM where a hit was titrated; recombinant LYP phosphatase, fluorescence intensity; higher % means a stronger effect; in the data active = inhibition above about 50%;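 note: plate controls were vehicle with enzyme for no effect and no enzyme for full effect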
West Nile virus CPE: inhibition of WNV-induced cytopathic effect – cell-based, CPE readout (AID 1621); 0.02% of 290,000 active; West Nile virus-infected cells, CPE inhibition; higher % means a stronger effect; CPE inhibition, % at 10 µM, or IC50 in µM where a hit was titrated; in the data active = a potency from the dose series; inconclusive = CPE inhibition mostly from about 3.7% at the one dose, without a potency; inactive = the rest, 99 in 100 with CPE inhibition below about 2.2%; note: strong numbers were not always called active
CSM14.1 death rescue: rescue of cells from ER stress-induced death, primary screen, 384-well, CSM14.1, thapsigargin, ATP luminescence (AID 1222); CSM14.1 thapsigargin-induced death rescue, ATP luminescence; higher % means a stronger effect; one-dose cellular ATP content (survival), % at 20 µM; EC50 in µM for titrated hits; 190,000 tested, under 10 active;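 active = EC50 below 50 µM in the dose-response confirmation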;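 note: death triggered by thapsigargin at about 15 µM added after 2 h compound pretreatment; cell ATP read after overnight thapsigargin exposure of roughly 18 to 22 hours; normalized against plate controls of thapsigargin alone and 5% DMSO vehicle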
NS5 inhibitors: flavivirus cap methylation enzyme inhibition – biochemical, confirmation dose response, primary screen (AID 588689); Dengue-2 NS5 methyltransferase capping enzyme assay, biochemical; higher % means a stronger effect; one-dose inhibition, % at 25 µM; IC50 in µM for titrated hits; 0.3% of 340,000 active; in the data active = a potency from the dose series; inconclusive = inhibition above about 29% without an active follow-up result
NS5 inhibitors pilot replicate: recorded beside NS5 inhibitors, whose call it bears; inhibition, %; measured here: pilot screen replicate inhibition
The depositor's hits bear a star; ? = inconclusive; / = no result given. This is a random part of the collection (roughly 1.5% active in at least one column).

SMILES	PhoP inhibition	RSV CPE inhibition	GPR35 arrestin U2OS	MgcRacGAP inhibition	SV40 large T antigen	LYP inhibition	West Nile virus CPE	CSM14.1 death rescue	NS5 inhibitors	others
Cc1ccc(C)c(SCC(=O)Nc2ccc(S(=O)(=O)Nc3ncccn3)cc2)c1	23%	0.4%	14%	7%	18%	-14%	0.6%	/	-16%
Cc1ccc(-c2nnc(SCC(=O)NC(=O)Nc3ccc(C)cc3C)n2N)cc1	1%	3.3%	8%	3%	15%	2%	-0.8%	1.0%	-1%
COc1ccc(OC)c(-c2csc(NC(=O)CN3C(=O)C4CCCCC4C3=O)n2)c1 (centres undefined)	0%	-0.2%	/	3%	15%	/	/	/	4%
C=CCn1c(COc2ccccc2F)nnc1SCCN1C(=O)c2ccccc2C1=O	-8%	0.3%	14%	10%	2%	4%	-0.1%	-1.4%	-5%
Cc1cc2cc(C)c(NCCNC(=O)c3cccs3)nc2cc1C	11%	13%	-3%	3%	4%	-12%	-0.8%	-0.3%	-1%
COc1ccccc1NC(=O)Nc1nc(CC(=O)N2CCN(c3ccc(F)cc3)CC2)cs1	-7%	19%	/	6%	14%	/	/	/	-3%
CC(=O)Oc1c(Br)cc(N(C(C)=O)S(=O)(=O)c2ccccc2)c2ccccc12	4%	12%	7%	4%	6%	-4%	0.6%	/	50µM*
N=c1oc2ccccc2cc1-c1nc(-c2ccc(Cl)cc2)cs1	14%	10%	-8%	2%	6%	6%	-0.8%	1.5%	7%
CCCCc1nc2cc(C(=O)N3CCNC(=O)C3)ccc2o1	-10%	2.3%	-10%	6%	19%	-12%	0.0%	/	-1%
COc1ccc2nc(SCC(=O)Nc3cc(C)on3)[nH]c2c1	6%	-0.6%	0%	-2%	1%	-11%	-0.1%	-0.1%	-10%
Oc1c(CN2CCN(c3ccc(F)cc3)CC2)cc(Cl)c2cccnc12	49µM*	-3.1%	-5%	8%	-5%	-2%	?	3.2%	2%
O=S1(=O)[C@H]2CC3O[C@]2(C[C@@H]3c2ccc(F)cc2)CN1Cc1ccc(Cl)cc1	2%	14%	-6%	8%	6%	-4%	-0.8%	/	1%
CCOc1ccc(-n2c(SCC(=O)Nc3ccc(CC)cc3)nc3n[nH]c(C)c3c2=N)cc1	5%	8.1%	-10%	10%	8%	-10%	-0.4%	-1.8%	-2%
Cc1ccccc1CN1CCNC(=O)C1CC(=O)NCCN1CCCCC1=O (centres undefined)	-3%	0.1%	-11%	4%	30%	-10%	-0.3%	/	1%
Cc1ccc(C(=O)C(C)OC(=O)CCN2C(=O)C3C4C=CC(C5CC45)C3C2=O)cc1 (centres undefined)	-5%	-0.4%	0%	2%	21%	-6%	-0.7%	/	-3%
Cc1ccc(CNC(=O)CSc2nnc3c(n2)[nH]c2ccc(F)cc23)cc1	-5%	1.4%	4%	5%	3%	-8%	-0.3%	/	-9%
O=C(COc1ccc2ccccc2c1Br)Nc1ccncc1	-3%	3.2%	5%	5%	6%	-9%	-0.1%	/	-5%
Cc1ccc(S(=O)(=O)NN2C(=O)/C(=C/c3ccc(C(=O)O)cc3)SC2=S)cc1	-4%	0.1%	-15%	8%	7%	1%	0.5%	/	65µM*
Cc1nn(C)c(C)c1NC(=O)CSc1nc(Cc2ccccc2)nc2c1cnn2-c1ccccc1	/	-3.0%	/	-6%	/	/	-0.1%	/	-5%
CCOC(=O)c1c(-c2ccc(F)cc2)csc1NC(=O)CN1C(=O)NC2(CCCCC2C)C1=O (centres undefined)	5%	14%	-11%	15%	-4%	1%	-1.1%	0.2%	-8%
CC(C)NS(=O)(=O)c1ccc(OCC(=O)N(C)Cc2ccccc2)cc1	-9%	-0.5%	-3%	-1%	15%	5%	-0.9%	1.3%	-8%
CC(C)(C)c1ccc(OCC(=O)NNC(=O)c2cccnc2)cc1	11%	0.3%	23%	/	5%	-5%	0.5%	-1.2%	/
COc1cc([N+](=O)[O-])cc(/C=N/NC(=O)c2cccnc2)c1O	55%	8.5%	-7%	10%	9%	0%	-0.2%	/	-1%
CC(C)(C)C(=O)/C=C1\NC(=O)CS1	-2%	0.8%	-19%	4%	-5%	-7%	-0.3%	0.3%	-7%
O=C(CCl)NCCCCCCCCCNC(=O)CCl	13%	2.3%	0%	0%	28%	1%	-1.1%	-0.6%	0%
CCOCC(=O)Nc1nc2ccccc2s1	5%	0.8%	18%	17%	1%	-5%	-0.3%	-1.0%	-11%
Cc1c(NS(=O)(=O)c2ccc(NCCN3CCOCC3)c([N+](=O)[O-])c2)c(=O)n(-c2ccccc2)n1C	-8%	1.5%	2%	8%	5%	-6%	-0.5%	-0.9%	-12%
Cc1nn(-c2ccc(F)cc2)c(Cl)c1/C=C/C(=O)OCC(=O)Nc1ccc(F)cc1F	3%	7.3%	3%	8%	-1%	-6%	-0.5%	-2.4%	1%
O=C(COC(=O)C1(c2ccccc2)CC1)N1CCN(c2ccc(F)cc2)CC1	-2%	7.5%	-4%	4%	5%	-5%	-1.5%	-0.1%	2%
O=C(NC(Cc1ccccc1)C(=O)O)/C(=C\c1ccccc1)NC(=O)c1ccc(Br)o1 (centres undefined)	-9%	0.1%	-13%	10%	4%	-10%	-0.4%	/	-10%
CC(NC(=O)C12CC3CC(CC(C3)C1)C2)C(=O)NCCN(C)C (centres undefined)	-10%	1.2%	-4%	5%	-1%	-4%	0.1%	-0.4%	-1%
CCOc1ccccc1NC(=O)CCS(=O)(=O)c1ccc2c(c1)CCN2C(C)=O	7%	1.3%	3%	5%	9%	-11%	-0.5%	/	-5%
Cc1c(Cl)cccc1NC(=S)N1CCN(c2ncccn2)CC1	-6%	1.6%	1%	2%	3%	0%	0.1%	-0.3%	-1%
CCc1nccn1S(=O)(=O)c1ccc(Br)cc1Br	0%	1.9%	7%	0%	6%	-2%	1.0%	-0.9%	-3%
COCCCNC(=O)c1cc2c(-c3cccc(OC)c3)nn(C)c2s1	/	-0.7%	3%	1%	-4%	-3%	0.6%	/	-4%
Clc1ccc(-c2nc3ncccn3c2Nc2ccc3c(c2)OCO3)cc1	0%	2.0%	-1%	7%	8%	-1%	-0.1%	-3.2%	-2%
C=CCn1c(=N)n(CC(O)COc2ccc(OC)cc2)c2ccccc21 (centres undefined)	10%	-0.6%	9%	5%	3%	2%	-0.5%	/	-6%
COc1ccc(Cl)cc1NC(=O)COC(=O)CCc1cc(OC)c(OC)c(OC)c1	-3%	1.0%	2%	5%	9%	-7%	-0.5%	/	-4%
COc1ccc(CNC(=O)c2ccc(CN3CCOCC3)cc2)cc1	6%	1.0%	-16%	8%	6%	-6%	0.9%	/	5%
CC1CCN(S(=O)(=O)N2CCC(C(=O)NCc3ccc4c(c3)OCO4)CC2)CC1	-7%	5.8%	4%	4%	3%	-6%	-1.2%	-3.8%	-8%

Grouped by structure, the compounds so far with a COOH group
SMILES	PhoP inhibition	RSV CPE inhibition	GPR35 arrestin U2OS	MgcRacGAP inhibition	SV40 large T antigen	LYP inhibition	West Nile virus CPE	CSM14.1 death rescue	NS5 inhibitors	others
Cc1ccc(S(=O)(=O)NN2C(=O)/C(=C/c3ccc(C(=O)O)cc3)SC2=S)cc1	-4%	0.1%	-15%	8%	7%	1%	0.5%	/	65µM*
O=C(NC(Cc1ccccc1)C(=O)O)/C(=C\c1ccccc1)NC(=O)c1ccc(Br)o1 (centres undefined)	-9%	0.1%	-13%	10%	4%	-10%	-0.4%	/	-10%

The list continues.
SMILES	PhoP inhibition	RSV CPE inhibition	GPR35 arrestin U2OS	MgcRacGAP inhibition	SV40 large T antigen	LYP inhibition	West Nile virus CPE	CSM14.1 death rescue	NS5 inhibitors	others
CCc1nnc(NC(=O)CSc2nnc(-c3ccoc3C)n2CC(C)C)s1	-7%	1.0%	-8%	4%	16%	-4%	-0.3%	-1.9%	-6%
O=C(O)c1ccc(-n2nc(C(F)(F)F)c3c2-c2ccoc2CC3)cc1	-2%	2.1%	16%	8%	11%	-1%	0.3%	-3.1%	89µM*	NS5 inhibitors pilot replicate=-4.9*
O=C(Oc1nsnc1N1CCOCC1)c1ccccc1	1%	0.6%	11%	14%	5%	-3%	0.4%	3.7%	-1%
Cc1cnc(NC(=O)c2cc3ccccc3o2)s1	-4%	0.1%	-28%	-2%	-2%	2%	-0.5%	-1.4%	-5%
O=C1Cc2ccccc2C(=O)N1Cc1cccc(Cl)c1	-1%	2.1%	6%	/	6%	-11%	0.1%	/	-3%
Cc1ccsc1-c1nc(CN2C[C@@H](C)O[C@@H](C)C2)c(C)o1	3%	-0.8%	5%	8%	10%	-8%	-0.8%	-0.5%	-8%
COc1ccc(C(=O)NCCCCCC(=O)N/N=C/c2ccco2)cc1OC	5%	0.4%	6%	5%	7%	-4%	0.4%	-1.6%	-8%
CCCCC(=O)Nc1cccc(C(=O)Nc2ccccc2C(=O)O)c1	8%	0.4%	16%	8%	-2%	-2%	-0.1%	-3.4%	-7%
Cc1ccc2c(c1)NC(=O)C(CC(=O)NCCCN1CCCC1=O)O2 (centres undefined)	5%	0.0%	7%	7%	8%	-10%	1.3%	-0.9%	-3%
COC(=O)CSc1nnc(-c2ccco2)n1-c1ccc(C)cc1	-3%	2.0%	5%	4%	7%	-3%	-0.2%	-1.4%	1%	NS5 inhibitors pilot replicate=0.6
COc1ccc(CCNC(=O)CN2CCC(C)CC2)cc1OC	-3%	2.7%	1%	13%	9%	-11%	0.0%	-1.7%	3%
Cc1cc(C)c2c(c1)c(C)cc1nnc(SCC(=O)c3cccs3)n12	-8%	9.8%	-4%	2%	7%	2%	-0.6%	-1.3%	-8%
COc1ccc(/C=C(\C#N)C(=O)OCC(=O)N2CC(C)OC(C)C2)cc1 (centres undefined)	1%	1.9%	6%	4%	5%	7%	1.3%	5.8%	-2%
NC(=O)CC(NC(=O)c1ccccc1)c1ccc(N2CCN(c3ccccc3)CC2)c([N+](=O)[O-])c1 (centres undefined)	0%	1.8%	-10%	10%	6%	-4%	-1.1%	/	-2%
CCNC(=S)Nc1ccc(S(=O)(=O)Nc2cc(C)nc(C)n2)cc1	6%	11%	-6%	4%	5%	1%	0.2%	-0.4%	3%
CN(C)c1cccc(C(=O)NCC(c2ccco2)N(C)C)c1 (centres undefined)	1%	-0.1%	2%	5%	3%	-4%	-0.2%	/	-11%
CCOC(=O)c1ccc(NC(=O)COc2ccc(CNCCO)cc2OCC)cc1	-4%	-0.9%	-19%	3%	-5%	-6%	0.3%	-1.8%	-20%
CC(=O)N1CCn2c3ccc(C)cc3c3cccc1c32	-7%	-0.8%	18%	8%	0%	0%	0.6%	-1.9%	-2%
O=C(CN1CCN(S(=O)(=O)c2ccc(F)cc2)CC1)NC1CCCC1	-7%	0.2%	4%	6%	13%	-11%	-0.5%	/	-2%
